NCI-60 one-dose screen, 48 h, at 10 µM unless noted. Numbers give growth in % (100 = growth as untreated, 0 = no growth, -100 = all killed).
SF-268 = SF-268 CNS cancer cells; AID 1794759; 82,000 tested, 3.1% active
A498 = A498 renal cancer cells | 76,000 tested, 5.4% active | AID 1794774
SNB-19 = SNB-19 CNS cancer cells; 81,000 tested, 2.5% active
NCI-H23 = NCI-H23 lung cancer; 80,000 tested, 4% active; AID 1794731
CAKI-1 = CAKI-1 renal cancer. 75,000 tested, 4.7% active. AID 1794772
SF-539 = SF-539 CNS cancer; 81,000 tested, 6.8% active
SNB-75 = SNB-75 CNS cancer | 79,000 tested, 5% active | AID 1794750
SF-295 = SF-295 CNS cancer cells; 79,000 tested, 5.6% active; AID 1794758
U251 = U251 CNS tumor cells | 80,000 tested, 5.4% active
* hit, by the source's call; . = no result given; & = joins results of further samples; [ ] = remark or other dose. Rule for the calls: active = growth percent below 10; inactive = the rest.

Results follow in this order: SF-268	A498	SNB-19	NCI-H23	CAKI-1	SF-539	SNB-75	SF-295	U251
1: CC(C)(C)n1nc(C2CC2)c(Br)c1NC(=O)c1ccc(Cl)cc1
    123	107	107	111	94	97	76	93	.
2: c1ccc(Nc2nc3c(s2)CCCc2cc[nH]c2-3)nc1
    80	72	103	82	79	105	73	96	87
3: C=C(C)[C@@H]1CC[C@]2(CO)CC[C@]3(C)[C@H](CC[C@@H]4[C@@]5(C)C/C(=C/c6ccco6)C(=O)C(C)(C)[C@@H]5CC[C@]43C)[C@@H]12
    100	93	102	102	91	99	94	104	99
4: CCN(CC)CCCC(C)Nc1cc(O)cc2cccnc12 (stereo not given)
    99	.	94	99	109	103	75	104	88
5: CCOC(=O)c1ccc2c(c1)[n+](=O)c(C(=O)Nc1ccccc1)c(C)n2[O-]
    94	90	86	95	92	97	76	66	99
6: CCCCN1C(=O)/C(=c2\sc3n(c2=O)NC2C(N=3)N(CC)C(=O)N2CC)c2cc(C)ccc21 (stereo not given)
    85	104	90	95	69	89	66	99	89
7: S=c1[nH]cc(Oc2ccc(Cl)cc2Cl)c(=S)[nH]1
    110&111	94	98&108	96&110	91&112	108&112	86&87	102&101	96&109
8: C=C1CC[C@@H]2[C@]3(C)COC(c4cccs4)O[C@@H]3CC[C@@]2(C)[C@@H]1CC(O)C1=CCOC1=O (stereo not given in full)
    102	87	103	104	97	100	95	105	101
9: C/C(=N/NC(N)=S)c1ccc(Nc2nc(SC(C)C)nc(-c3ccc(F)cc3)c2C#N)cc1
    100	103	90	.	98	86	125	95	98
10: O=C(O)CSC1=NC(c2cccc([N+](=O)[O-])c2)c2sc3ccc(Cl)cc3c2N1 (stereo not given)
    99	113	104	90	80	100	95	101	105
11: CCCCC(CCCCCC(CCCC)NCc1ccc2c(c1)OCO2)NCc1ccc2c(c1)OCO2 (stereo not given)
    -97*	.	-100*	-99*	-88*	-100*	-100*	-80*	-95*
12: CCC(C)NC(=S)SCC(NC(=O)CCC(N)C(=O)O)C(=O)NCC(=O)O (stereo not given)
    98	126	101	107	107	110	117	102	100
13: NC(N)=N/N=C(/N=Nc1ccccc1)c1cccc2cccnc12
    109	105	94	100	78	101	89	75	87
14: CCOC(=O)C(Cc1ccccc1)n1c(O)c(C=N)sc1=S (stereo not given)
    101	62	105	77	81	91	88	86	100
15: CN1c2ccncc2Sc2ccncc21
    112	101	108	114	99	104	85	97	96
16: CC(=NCCN=C(C)c1ccccc1O)c1ccccc1O
    101	98	96	96	19	91	82	85	99
17: CN(C)CCCNc1c2ccccc2nc2ccccc12
    93	102	91	93	106	90	67	.	77
18: N#CCC(=O)Nc1nc2ccccc2nc1Cl
    99	.	94	97	92	104	88	98	101
19: C#CCC[C@H](N)C(=O)O
    105[20 µM]	95[20 µM]	92[20 µM]	94[20 µM]	92[20 µM]	99[20 µM]	63[20 µM]	99[20 µM]	107[20 µM]
20: CC(C)c1ccc2c(c1)CC[C@H]1[C@](C)(C#N)CCC[C@]21C
    104	.	99	94	96	94	92	97	93

Laid out differently: results already given
1	CC(C)(C)n1nc(C2CC2)c(Br)c1NC(=O)c1ccc(Cl)cc1
2	c1ccc(Nc2nc3c(s2)CCCc2cc[nH]c2-3)nc1
3	C=C(C)[C@@H]1CC[C@]2(CO)CC[C@]3(C)[C@H](CC[C@@H]4[C@@]5(C)C/C(=C/c6ccco6)C(=O)C(C)(C)[C@@H]5CC[C@]43C)[C@@H]12
4	CCN(CC)CCCC(C)Nc1cc(O)cc2cccnc12 (stereo not given)
5	CCOC(=O)c1ccc2c(c1)[n+](=O)c(C(=O)Nc1ccccc1)c(C)n2[O-]
6	CCCCN1C(=O)/C(=c2\sc3n(c2=O)NC2C(N=3)N(CC)C(=O)N2CC)c2cc(C)ccc21 (stereo not given)
7	S=c1[nH]cc(Oc2ccc(Cl)cc2Cl)c(=S)[nH]1
8	C=C1CC[C@@H]2[C@]3(C)COC(c4cccs4)O[C@@H]3CC[C@@]2(C)[C@@H]1CC(O)C1=CCOC1=O (stereo not given in full)
9	C/C(=N/NC(N)=S)c1ccc(Nc2nc(SC(C)C)nc(-c3ccc(F)cc3)c2C#N)cc1
10	O=C(O)CSC1=NC(c2cccc([N+](=O)[O-])c2)c2sc3ccc(Cl)cc3c2N1 (stereo not given)

| compound no. | 1 | 2 | 3 | 4 | 5 | 6 | 7 | 8 | 9 | 10 |
| --- | --- | --- | --- | --- | --- | --- | --- | --- | --- | --- |
| SF-268 | 123 | 80 | 100 | 99 | 94 | 85 | 110&111 | 102 | 100 | 99 |
| A498 | 107 | 72 | 93 | . | 90 | 104 | 94 | 87 | 103 | 113 |
| SNB-19 | 107 | 103 | 102 | 94 | 86 | 90 | 98&108 | 103 | 90 | 104 |
| NCI-H23 | 111 | 82 | 102 | 99 | 95 | 95 | 96&110 | 104 | . | 90 |
| CAKI-1 | 94 | 79 | 91 | 109 | 92 | 69 | 91&112 | 97 | 98 | 80 |
| SF-539 | 97 | 105 | 99 | 103 | 97 | 89 | 108&112 | 100 | 86 | 100 |
| SNB-75 | 76 | 73 | 94 | 75 | 76 | 66 | 86&87 | 95 | 125 | 95 |
| SF-295 | 93 | 96 | 104 | 104 | 66 | 99 | 102&101 | 105 | 95 | 101 |
| U251 | . | 87 | 99 | 88 | 99 | 89 | 96&109 | 101 | 98 | 105 |

11	CCCCC(CCCCCC(CCCC)NCc1ccc2c(c1)OCO2)NCc1ccc2c(c1)OCO2 (stereo not given)
12	CCC(C)NC(=S)SCC(NC(=O)CCC(N)C(=O)O)C(=O)NCC(=O)O (stereo not given)
13	NC(N)=N/N=C(/N=Nc1ccccc1)c1cccc2cccnc12
14	CCOC(=O)C(Cc1ccccc1)n1c(O)c(C=N)sc1=S (stereo not given)

| compound no. | 11 | 12 | 13 | 14 |
| --- | --- | --- | --- | --- |
| SF-268 | -97* | 98 | 109 | 101 |
| A498 | . | 126 | 105 | 62 |
| SNB-19 | -100* | 101 | 94 | 105 |
| NCI-H23 | -99* | 107 | 100 | 77 |
| CAKI-1 | -88* | 107 | 78 | 81 |
| SF-539 | -100* | 110 | 101 | 91 |
| SNB-75 | -100* | 117 | 89 | 88 |
| SF-295 | -80* | 102 | 75 | 86 |
| U251 | -95* | 100 | 87 | 100 |

(more compounds)
Results follow in this order: SF-268	A498	SNB-19	NCI-H23	CAKI-1	SF-539	SNB-75	SF-295	U251
21: CCN(CC)CCCC(C)Nc1c(C)cnc2c(OC)cccc12 (stereo not given)
    91	100	102	96	98	102	83	95	102
22: S=C(NCc1ccccc1)N1CCC(CCCC2CCN(C(=S)NCc3ccccc3)CC2)CC1
    93	121	94	90	87	99	101	98	98
23: c1ccc(Cn2cc(-c3ccco3)c3ncnc(N4CCOCC4)c32)cc1
    108	85	104	99	88	104	100	103	100
24: COc1ccc(-n2c(SCc3n[nH]c(=S)n3C(=O)c3ccccc3)nc3cc(OC)c(OC)cc3c2=O)cc1
    66	.	73	89	57	77	81	69	57
25: COc1ccc(-c2nc(Cl)c3c(C)nn(-c4ccc(F)cc4)c3n2)cc1
    106	101	100	97	107	111	104	107	97
26: Nc1ncnc2c1C(c1ccc([N+](=O)[O-])cc1)c1sc3c(F)cccc3c1O2 (stereo not given)
    99	98	102	87	75	96	97	106	92
27: N#Cc1c(-c2cccc(Br)c2)n2c(nc1=O)SC(=O)C2
    113	111	111	106	104	103	95	108	103
28: OC(c1ccccc1)(c1ccccc1)c1ccccc1-c1ccccc1
    91	81	94	84	84	112	94	109	93
29: Cc1cccc2c(=O)c3c(sc12)c(NCCCN)nc1ccccc13
    46	.	51	48	4.8*	38	20	68	1.3*
30: CC1CC(c2ccc(N(C)C)cc2)=NN1c1nc(O)c(C2=c3ccccc3=NC2=O)s1 (stereo not given)
    92	.	100	108	80	102	85	103	100
31: Cc1noc(C)c1CN1CCN2C(=O)c3ccc(-c4ccccc4)cc3OCC[C@@H]3CC[C@H](O)[C@@H](CNC(=O)[C@@H]2C1)O3
    97	.	91	100	92	103	105	101	97
32: CC(C)(C)OC(=O)N1CCN(S(=O)(=O)/N=C2\NC(=O)NC2=C(Cl)Cl)CC1
    97	84	81	92	99	99	100	102	91
33: O=C(O)c1cc(Cl)cc(Cl)c1O
    96	111	106	98	97	97	97	95	93
34: N#Cc1c(-c2cccs2)cc(-c2cnccn2)nc1SCC(=O)NN
    91	67	92	92	86	99	87	88	100
35: COc1cc2c3c(n(CCCNCCO)c(=O)c2cc1OC)-c1nc2c(cc1C3=O)OCO2
    19	69	14	-45*	7.7*	-57*	19	-8.9*	12
36: O=C(NCCCCC(NC(=O)c1ccccc1)C(=O)O)OCc1ccccc1 (stereo not given)
    111	117	105	105	107	107	94	.	102
37: CN(C)[C@@H]1C(=O)C(C(=O)NCN2CCCC2)=C(O)[C@@]2(O)C(=O)C3=C(O)c4c(O)cccc4[C@@](C)(O)[C@H]3C[C@@H]12
    118	103	101	99	87	105	92	97	104
38: O=C(Cc1ccc(F)c(F)c1)Nc1cc(C2(C(F)(F)F)CC2)nn1Cc1ccccc1
    9.1*	-34*	13	-9.8*	-18*	16	-15*	-1.3*	4.6*
39: c1ccc2cc(OCCOCCOc3ccc4ccccc4c3)ccc2c1
    104	96	99	98	73	99	94	103	102
40: NC(N)=NNS(=O)(=O)c1ccc(Nc2ncnc3ccc(NC(=O)c4ccccc4)cc23)cc1
    91	118	109	97	.	98	82	99	97
41: Cc1c2ccccc2nc(CSc2ccccc2)[n+]1[O-]
    96	.	97	97	87	98	88	103	105
42: CCC(C)[C@@H]1N[C@]2(C(=O)Nc3ccccc32)[C@@H](c2ccc(F)cc2)[C@@H]1C(=O)c1ccc(O)cc1 (stereo not given in full)
    80	92	88	78	55	92	93	93	87
43: COc1ccc2c(c1)oc1c(C)c3c(c(C)c12)C(=O)NC3=O
    96	86	90	106	82	94	88	96	93
44: CCCCOC(=O)c1ccc(C(C)C)cc1
    100	87	105	98	97	97	84	101	94
45: COc1ccc(-c2[nH]nc(N)c2-c2cc(OC)c(OC)c(OC)c2)cc1
    15	-8.2*	49	17	5.7*	-13*	55	.	6.0*
46: N#Cc1c(Nc2ccc(Cl)cc2)n[nH]c1-c1cccs1
    100	100	93	95	91	87	94	95	92
47: COc1cc2c(c(OC)c1OC)C(=O)CC(c1cccc(C(=O)Nc3cccc([N+](=O)[O-])c3)c1)O2 (stereo not given)
    75	59	87	80	81	79	78	72	89
48: CCOc1ccc(-c2nc(NC(=O)c3cccc(S(C)(=O)=O)c3)sc2C)cc1
    103	84	96	88	75	103	102	59	96
49: COc1cc(/C=N\NC(=O)c2ccc(-c3nc4ccc(C)cc4[nH]3)cc2)cc(OC)c1OC
    87	66	71	70	61	63	71	75	69
50: C1Cc2[nH]nc(-c3n[nH]c4c3CCC4)c2C1
    101	110	.	106	95	96	105	94	105
51: CCCCc1oc2ccc([N+](=O)[O-])cc2c1C(=O)c1ccc(C#Cc2ccc(F)cc2)cc1
    96	78	101	75	70	98	94	89	95
52: COc1ccc(C(=O)N/N=C/c2cc(Br)ccc2OC)cc1
    106	107	104	94	87	101	86	96	104
53: Cc1cc(C)c(Br)c(C)c1
    102	136	86	97	93	96	93	102	95
54: O=C(COc1ccc(Cl)cc1)N1N=C(c2ccccc2)CC1(O)c1cc(F)c(Cl)cc1Cl (stereo not given)
    148	135	115	90	76	107	123	116	101
55: Cc1ccc(NC(=O)NNC(=O)/C=C/c2cn(-c3ccccc3)nc2-c2ccc(Cl)cc2)cc1
    105	83	96	96	93	101	93	100	101
56: O=C1/C(=C\c2cn(-c3ccccc3)nc2-c2ccc(Cl)cc2)CCc2ccccc21
    95	81	100	99	78	97	76	100	101
57: COc1ccc(C(=O)Nc2ccccc2)cc1N
    96	.	99	100	96	101	99	97	104
58: COc1ccc(-c2nc3sccn3c2-c2ccnc(NCCCNS(=O)(=O)c3ccccc3)n2)cc1
    62	.	82	75	43	85	42	61	64
59: COc1cc(-c2nc(-c3ccccc3)[nH]c2-c2ccnc(NCCCNS(=O)(=O)c3ccc(C)cc3)n2)ccc1F
    80	84	104	103	105	89	105	100	89
60: COc1ccccc1Nc1nc(-c2cc3cccc(C(F)(F)F)c3oc2=O)cs1
    26	-9.7*	27	19	9.2*	-33*	15	3.8*	10.0*
61: CCc1cccc(CC)c1N1C(=O)COCC1=O
    98	77	103	115	106	101	91	106	104
62: O=C(CI)OCC(COC(=O)CI)OC(=O)CI
    93	108	101	66	-18*	114	116	95	100
63: CC(=O)CC(=O)NC1CCCCCC1
    106	94	98	112	112	103	123	119	105
64: CCCCCCCCCCCCCCCCCC(=O)Oc1ccc(OCc2ccccc2)cc1
    113	119	120	104	.	97	89	.	100
65: CCOc1ccc2nc(C)cc(Nc3ccc(S(=O)(=O)Nc4nccs4)cc3)c2c1
    101	140	106	101	94	99	90	96	105
66: CCOC(=O)Cn1c(-c2nonc2NC(=O)c2ccccc2F)nc2ccccc21
    50	83	47	76	25	45	70	8.3*	28

Screening results as filed in PubChem.
